Neddyl block: inhibitors of human cullin neddylation. calls only at 25 µM. AID 651699. TR-FRET cullin neddylation, biochemical. P61081+Q13564. hit rate 0.58% among 360,000; in the data active = inhibition above about 36%
MLLE-PAM2 inh: blocks PAM2 peptide binding to the PABP1 MLLE domain; P11940; GST-MLLE / FITC-PAM2 fluorescence polarization; inhibition, % at 20 µM; hit rate 0.36% among 360,000; in the data active = inhibition above about 35%, passing the limit was not always enough;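 note: plate controls were DMSO wells with GST-MLLE for no effect and wells lacking GST-MLLE protein for full effect; some results filed as inactive read as strong as hits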
Rin1 Abl inh: human Rin1-Abl interaction inhibition | P00519+Q13671 | TR-FRET Rin1/Abl binding, biochemical | inhibition, % at 7.35 µM | hit rate 0.4% among 360,000 | AID 588664; in the data active = inhibition above about 5%, passing the limit was not always enough
Rpn11 inh: Rpn11 (human) deubiquitinase inhibition | human 26S proteasome, Ub4-pepOG fluorescence polarization; 20S core pre-blocked with epoxomicin | O00487 | hit rate 0.59% among 360,000 | calls only at 20 µM;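 active = inhibition at 20 µM, scaled to each plate's controls, above about 33%, limit read from the data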
FAS TE block: blocks the thioesterase domain of human fatty acid synthase; P49327; recombinant FAS-TE, OMFH fluorogenic substrate, fluorescence endpoint; inhibition, % at 15 µM; hit rate 0.67% among 360,000; AID 602261;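 active = compounds whose normalised, plate-corrected inhibition of enzyme fluorescence in the single-dose primary screen is 50% or more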;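 note: 0% = DMSO with enzyme and 100% = substrate without enzyme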
Target sequence (P49327 whole entry, looked up, the tested form may be a part): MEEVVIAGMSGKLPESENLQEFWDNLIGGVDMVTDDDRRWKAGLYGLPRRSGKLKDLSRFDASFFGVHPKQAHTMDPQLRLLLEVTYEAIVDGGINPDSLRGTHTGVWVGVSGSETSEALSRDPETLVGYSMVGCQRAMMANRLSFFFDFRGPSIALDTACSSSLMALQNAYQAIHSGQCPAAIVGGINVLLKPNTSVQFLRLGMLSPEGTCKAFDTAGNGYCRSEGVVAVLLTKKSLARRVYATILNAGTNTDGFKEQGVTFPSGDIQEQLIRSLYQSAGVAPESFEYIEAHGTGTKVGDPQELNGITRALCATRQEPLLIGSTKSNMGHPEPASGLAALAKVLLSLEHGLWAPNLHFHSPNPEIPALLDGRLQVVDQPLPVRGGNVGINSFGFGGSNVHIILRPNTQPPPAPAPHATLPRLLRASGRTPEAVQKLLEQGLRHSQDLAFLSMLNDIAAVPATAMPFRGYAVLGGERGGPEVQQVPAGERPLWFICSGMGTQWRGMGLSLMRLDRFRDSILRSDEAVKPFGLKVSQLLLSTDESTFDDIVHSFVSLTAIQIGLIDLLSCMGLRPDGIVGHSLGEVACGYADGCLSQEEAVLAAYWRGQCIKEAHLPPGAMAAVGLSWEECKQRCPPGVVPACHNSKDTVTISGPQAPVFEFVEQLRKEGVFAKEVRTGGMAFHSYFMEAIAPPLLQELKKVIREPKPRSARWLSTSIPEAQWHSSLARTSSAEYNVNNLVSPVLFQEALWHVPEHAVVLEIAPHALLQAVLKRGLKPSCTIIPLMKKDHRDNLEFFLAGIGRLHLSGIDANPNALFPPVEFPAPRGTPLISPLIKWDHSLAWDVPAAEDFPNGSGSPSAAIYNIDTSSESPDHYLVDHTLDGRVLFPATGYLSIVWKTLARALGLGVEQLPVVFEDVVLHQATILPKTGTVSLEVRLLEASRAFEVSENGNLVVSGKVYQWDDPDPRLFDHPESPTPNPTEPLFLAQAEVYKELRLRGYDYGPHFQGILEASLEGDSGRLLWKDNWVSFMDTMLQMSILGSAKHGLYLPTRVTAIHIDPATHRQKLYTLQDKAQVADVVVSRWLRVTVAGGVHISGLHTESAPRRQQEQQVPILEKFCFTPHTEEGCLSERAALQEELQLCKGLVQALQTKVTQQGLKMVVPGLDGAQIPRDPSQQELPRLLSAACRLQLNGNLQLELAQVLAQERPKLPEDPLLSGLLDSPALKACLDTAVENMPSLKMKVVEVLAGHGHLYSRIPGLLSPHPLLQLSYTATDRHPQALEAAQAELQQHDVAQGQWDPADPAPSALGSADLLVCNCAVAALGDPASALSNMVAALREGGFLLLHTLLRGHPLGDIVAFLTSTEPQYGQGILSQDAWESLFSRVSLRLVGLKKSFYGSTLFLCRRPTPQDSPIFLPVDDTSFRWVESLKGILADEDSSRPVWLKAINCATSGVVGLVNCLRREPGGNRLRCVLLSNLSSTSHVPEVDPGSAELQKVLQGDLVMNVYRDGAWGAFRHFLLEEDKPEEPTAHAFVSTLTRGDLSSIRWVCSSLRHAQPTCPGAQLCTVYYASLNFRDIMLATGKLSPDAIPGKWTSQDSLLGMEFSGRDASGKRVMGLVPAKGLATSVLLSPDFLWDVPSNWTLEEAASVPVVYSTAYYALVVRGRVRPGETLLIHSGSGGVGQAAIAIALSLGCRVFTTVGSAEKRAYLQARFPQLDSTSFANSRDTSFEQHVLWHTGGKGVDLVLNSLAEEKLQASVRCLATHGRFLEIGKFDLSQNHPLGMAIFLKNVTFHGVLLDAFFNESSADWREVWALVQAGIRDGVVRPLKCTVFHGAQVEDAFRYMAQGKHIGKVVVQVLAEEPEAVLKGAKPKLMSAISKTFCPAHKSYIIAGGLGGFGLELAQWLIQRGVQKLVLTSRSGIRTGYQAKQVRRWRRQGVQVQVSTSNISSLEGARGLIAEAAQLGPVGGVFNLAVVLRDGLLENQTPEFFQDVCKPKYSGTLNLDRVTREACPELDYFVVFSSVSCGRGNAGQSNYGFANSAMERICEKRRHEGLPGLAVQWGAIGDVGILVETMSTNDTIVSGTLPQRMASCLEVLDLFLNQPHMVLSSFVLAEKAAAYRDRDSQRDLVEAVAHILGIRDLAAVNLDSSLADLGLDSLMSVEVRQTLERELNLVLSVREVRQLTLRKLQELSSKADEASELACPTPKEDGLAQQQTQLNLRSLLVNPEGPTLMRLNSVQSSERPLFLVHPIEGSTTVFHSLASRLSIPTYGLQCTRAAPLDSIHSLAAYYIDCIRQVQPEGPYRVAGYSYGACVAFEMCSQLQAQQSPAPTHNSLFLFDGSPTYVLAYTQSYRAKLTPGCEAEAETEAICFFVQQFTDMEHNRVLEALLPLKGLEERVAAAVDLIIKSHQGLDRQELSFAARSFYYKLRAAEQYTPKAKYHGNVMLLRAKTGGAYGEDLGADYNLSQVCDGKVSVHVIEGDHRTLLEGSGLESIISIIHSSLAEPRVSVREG
SKN-1 block: inhibitors of C. elegans SKN-1. C. elegans VP596 Pgst-4::GFP/RFP ratio, acrylamide-induced, 24 h. hit rate 0.49% among 360,000. inhibition, % at 21.8 µM;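 active = interference check ratio from 0.5 to 1.5 plus GFP to RFP signal ratio inhibition reaching or exceeding a fixed threshold, cut at about 30% in these data, passing the limit was not always enough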; note: some compounds called inactive have numbers as strong as hits
NadD block: blocks S. aureus nicotinate mononucleotide adenylyltransferase | inhibition, % at 20 µM | hit rate 0.78% among 360,000 | purified NadD enzyme, colorimetric absorbance read-out; in the data active = inhibition above about 26%; note: some compounds past the cut are filed as inactive
MT1-MMP act inh: blocks activation of human MT1-MMP. P50281. HT1080 RFP-PRO-GFP cells, GFP/RFP ratio fluorescence, overnight; percent of plate control window, DMSO zero. GFP/RFP ratio change, % at 20 µM. hit rate 0.061% among 360,000. AID 651647;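 active = GFP/RFP ratio change of at least 30% with cell ATP level not reduced by more than half and red fluorescence within 50% of control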; note: strong numbers were not always called active
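Assay system – RFP-PRO-GFP reporter HT1080 cells · Compound dosing – single dose of 20 µM compound, 1% DMSO final · Incubation – overnight compound exposure at 37 °C · Measure – GFP/RFP fluorescence ratio · Benchmarks – DMSO wells and RFP-L50D-GFP cells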
CSN deneddyl inh: CSN deneddylation inhibition | Q92905 | Purified CSN, SCF-Nedd8-OG deneddylation, fluorescence polarization | inhibition, % at 12.5 µM | hit rate 0.38% among 360,000 | AID 651999;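 active = pattern-corrected inhibition above about 35%, with an unprinted fluorescence ratio check between 0.5 and 1.5, limit read from the data, passing the limit was not always enough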;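 note: 0% = enzyme with substrate and 100% = substrate without enzyme; some results filed as inactive read as strong as hits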
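Schedule: reaction 90 min, room temperature / Assay system: HEK293T-derived human Csn5 enzyme / Input: Csn5 at 0.24 nM final / Measure: inhibition of Csn5 cleavage, % / Control set: substrate-only high control, full reaction low control / Technique: fluorescence polarization of the substrate / Buffer or medium: Tris/NaCl/DTT buffer, pH 7.5 / Reagent: SCFSkp2-Nedd8OG substrate at 10 nM final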
Numbers without * were called inactive; i = inactive; x = not tested or not shown; + = active, no number.

SMILES	Neddyl block	MLLE-PAM2 inh	Rin1 Abl inh	Rpn11 inh	FAS TE block	SKN-1 block	NadD block	MT1-MMP act inh	CSN deneddyl inh
COc1ccccc1NC(=O)Nc1nnc(C(C)c2ccccc2)s1 (stereo unspecified)	i	7.1	-1.4	i	19.5	-19.3	4.4	2.1	-1.1
CCn1cnc2cc(NCc3ccc(OC)cc3)ccc21	i	11.8	-3.5	i	-5.1	-2.8	5.4	2.9	-3.5
CN1C/C(=C/c2ccncc2)C(=O)/C(=C/c2ccncc2)C1	i	2.6	-0.8	i	0.1	21.7	-3.4	-0.6	3.8
Cc1ccc(NC(=O)c2ccc(=O)n(CC(=O)Nc3c(C)cc(C)cc3C)n2)cc1	i	-12.1	-0.6	i	-2.8	13.0	9.7	5.4	-1.2
CCOc1ccc(CCNC(=O)Cn2ncn3nc(-c4ccc(OC)cc4)cc3c2=O)cc1	i	6.1	0.9	i	-4.2	-2.3	1.5	3.8	-0.1
Cc1ccc2nc(-c3ccc(NS(C)(=O)=O)cc3)cc(-c3ccccc3)c2c1	x	6.5	-2.5	i	30.8	24.7	7.3	0.2	3.6
COc1ccc(Br)cc1CN(C)CC(=O)Nc1cc(Cl)ccc1Cl	i	4.6	-1.1	i	31.0	5.5	3.2	-1.0	-21.4
Fc1ccc(/C=N/n2c(C3CCCCC3)n[nH]c2=S)cc1	i	-68.1	0.6	i	5.4	-7.7	-1.4	-4.9	-3.3
CCOCCCNC(=O)C1(O)c2cc(Br)ccc2NC(=O)N1c1ccc(CC)cc1 (stereo unspecified)	i	3.4	-0.6	i	-1.3	20.4	-5.4	-3.0	1.2
O=C(O)CN1CCNCCN(CC(=O)O)CCNCC1	i	-9.7	2.2	i	-3.8	5.9	1.3	1.1	0.9
Cc1csc(C2=C(O)CN(c3ccc4c(c3)OCCOCCOCCOCCO4)C2=N)n1	i	6.6	-3.5	i	-8.6	-16.6	-0.3	-2.0	1.8
CC(C)C[C@H]1COc2cc(N3CC[C@H](O)C3)ccc2S(=O)(=O)N1	i	x	x	x	-9.7	-2.3	-1.2	7.7	-3.1
COc1ccc(C)cc1NC(=O)CN1C(=O)C(=O)N(C2CCCC2)C1=O	i	13.4	2.7	i	-10.4	-7.7	-9.3	6.4	3.2
Cc1ccccc1NC(=O)COC(=O)c1ccc2c(c1)C(=O)N(CCCN1CCOCC1)C2=O	i	6.4	3.7	i	-7.7	0.9	-0.9	2.8	1.2
Cc1ccc(S(=O)(=O)N2CCN(C(=O)CC3CCCC3)CC2)cc1	i	-3.9	0.4	i	1.8	1.0	4.0	-3.4	1.4
CC(C)(C(=O)N1CCC1(C)C(=O)NS(=O)(=O)c1ccc(Cl)s1)c1ccccc1 (stereo unspecified)	i	-2.6	-2.4	i	-4.5	12.3	-3.8	-2.0	-2.0
c1ccc(-c2cn(C[C@H]3CC[C@H](Cn4cc(-c5ccccn5)nn4)O3)nn2)nc1	i	-5.8	3.2	i	-15.1	15.6	1.4	0.6	-0.9
Cc1cc(Cl)ccc1NC(=S)NCc1ccc(F)cc1	i	-15.6	0.2	i	14.7	14.9	4.3	2.3	-1.5
O=C(Nc1ccc(-c2cnco2)cc1)c1ccc(Cl)cc1	i	3.7	1.3	i	-3.5	-5.0	3.1	3.1	2.6
CCOc1ccc(CN(C)C(=O)CNC(=O)c2cc(OC)c(OC)c(OC)c2)cc1	i	-5.5	2.8	i	-4.7	-16.8	-7.9	3.8	3.2
Cc1ccc(/C=N/Nc2nc3ccccc3[nH]2)s1	i	-94.1	-0.4	i	-8.6	-8.8	-1.3	14.7	5.2
N#C/C(=N/Nc1ccc([N+](=O)[O-])cc1)C(=N)N1CCCCC1	i	-51.1	-9.0	i	9.0	19.2	-4.8	17.8	14.2
COc1ccccc1N1CCN(C(=O)c2cc3c(s2)-c2ccccc2OC3)CC1	+	-2.9	0.3	i	16.1	-0.1	7.6	1.5	5.4
COc1ccc(-c2nnc(SCC(=O)NC3CC3)o2)c(OC)c1	i	1.1	-1.2	i	-4.9	5.6	-7.9	2.6	-2.5
O=C(O)c1ccc(COc2ccc(CO)cc2Cl)cc1	i	-8.9	0.1	i	-4.4	15.5	-1.9	-2.5	-0.1
COc1ccc(OC)c(N(CC(=O)NCCSCc2ccco2)S(=O)(=O)c2ccc(OC)c(OC)c2)c1	i	13.5	0.0	i	-2.5	-6.7	-3.7	1.5	0.4
Oc1c(C(c2ccc(F)cc2)N2CCc3ccccc3C2)sc2ncnn12 (stereo unspecified)	i	10.0	0.6	i	-53.4	-7.3	1.1	-5.7	-0.9
COCCNC(=S)Nc1cc2oc3ccccc3c2cc1OC	i	-9.9	-0.6	i	3.7	-4.2	-5.7	-1.5	1.9
CCc1nc(-c2cc3ccc(C)cc3[nH]c2=O)no1	i	2.0	-0.1	i	-9.2	-19.4	-2.4	4.2	2.1
CCOC(=O)N1CCN(c2c(NCCN(C)Cc3ccccc3)c(=O)c2=O)CC1	i	-13.3	4.0	i	-7.0	-9.9	-1.0	0.9	2.2
Cn1ncc(Cl)c1C(=O)N/N=C/c1cccc(OC2CSC2)c1	i	-1.6	2.5	i	-2.0	0.0	1.3	-1.4	14.5
COc1ccc(S(=O)(=O)NNC(=O)c2cc3c4ccccc4n(C)c3s2)cc1	i	-6.1	-0.1	i	-2.5	-29.1	8.3	-1.9	-0.6
NC(=O)C1CCCN(C(=O)c2ccc3nc(Cc4cccc(Cl)c4)oc3c2)C1 (stereo unspecified)	i	3.5	-1.2	i	-5.8	4.8	0.7	-0.9	-3.3
CCCCS(=O)(=O)/C=C/[C@H]1[C@H](S(=O)(=O)CCCC)[C@H]2C=C[C@@H]1C2	i	10.8	-0.9	i	-8.6	8.2	-1.5	1.2	1.8
COCc1nnc(NC(=O)CCCOc2ccccc2)s1	i	-1.1	-2.8	i	-5.1	14.4	-3.7	7.6	-3.9
COc1ccc(-c2n[nH]c(=S)n2C2CCCCC2)cc1	i	16.5	2.3	i	-1.9	-11.1	0.8	2.4	0.6
Cc1ccc(/C=N/c2sc3c(c2C#N)CCC3)o1	i	22.9	-1.4	i	4.4	-12.8	3.2	-4.5	-1.9
O=C(OCc1c(-c2ccccc2)ncc2ccccc12)c1ccco1	i	-11.0	1.8	i	18.1	15.6	-1.6	7.1	0.6
COC(=O)c1cc(OC)c(OC)cc1N=CC1=C(O)CC(C)(C)CC1=O	i	6.3	-3.3	i	-4.3	4.4	-2.8	12.6	2.2
CCCS(=O)(=O)n1nc(-c2ccc(Br)cc2)cc1N	i	12.3	-2.9	i	6.0	-6.7	-2.4	1.8	-2.3

Some of these compounds in order of SMILES length, ascending.
SMILES	Neddyl block	MLLE-PAM2 inh	Rin1 Abl inh	Rpn11 inh	FAS TE block	SKN-1 block	NadD block	MT1-MMP act inh	CSN deneddyl inh
CCc1nc(-c2cc3ccc(C)cc3[nH]c2=O)no1	i	2.0	-0.1	i	-9.2	-19.4	-2.4	4.2	2.1
CCCS(=O)(=O)n1nc(-c2ccc(Br)cc2)cc1N	i	12.3	-2.9	i	6.0	-6.7	-2.4	1.8	-2.3
COc1ccccc1N1CCN(C(=O)c2cc3c(s2)-c2ccccc2OC3)CC1	+	-2.9	0.3	i	16.1	-0.1	7.6	1.5	5.4

Next section.
SMILES	Neddyl block	MLLE-PAM2 inh	Rin1 Abl inh	Rpn11 inh	FAS TE block	SKN-1 block	NadD block	MT1-MMP act inh	CSN deneddyl inh
COc1ccc(/C=N/Nc2nc(N3CCCC3)nc(N3CCCC3)n2)cc1	i	-1.3	-2.1	i	2.4	6.7	-5.7	1.9	1.7
CCCCC1=CC2=CC(=O)C(C)(OC(=O)C3CCCC3)C(=O)C2=CO1 (stereo unspecified)	i	-35.7	4.3	+	-4.3	20.0	53.0*	10.3	28.4
CCOc1ccc(CCNS(=O)(=O)c2c(C)n[nH]c2C)cc1OCC	i	-10.2	4.3	i	-3.0	-9.6	-3.9	0.3	0.9
CNC[C@@H]1OCc2cnnn2CCCC(=O)N([C@H](C)CO)C[C@H]1C	i	-15.9	-1.9	i	-4.7	6.3	6.2	-1.6	0.1
COc1ccccc1CC(NC(C)=O)C(=O)NC1CCN(C(=O)NCc2ccccc2)CC1 (stereo unspecified)	i	4.5	0.8	i	-4.3	5.8	-0.2	-0.8	-1.5
CN(C)CCCNC(=O)c1ccc(CN(c2ccccc2)S(C)(=O)=O)cc1	i	8.8	0.6	i	-8.5	-11.0	0.0	1.8	0.5
O=C(OCc1ccccc1)C1CCN(S(=O)(=O)c2cccs2)CC1	i	-7.5	-3.9	i	16.9	11.8	-4.0	2.6	-4.9
Cc1ccc2nc(-c3ccco3)c(Cc3cccc(Cl)c3)n2c1	i	18.2	-2.0	i	15.8	14.5	2.8	-1.8	19.0
COc1ccc(-c2nc(N)n[nH]2)cc1	i	3.9	6.1	i	-9.2	-10.0	-4.7	0.0	-0.9
CC1CCCC(C)N1CCCNC(=O)C(=O)Nc1ccc2nc3n(c(=O)c2c1)CCCCC3 (stereo unspecified)	i	11.4	-5.1	i	-2.7	21.9	-8.6	0.3	-2.8
CCCCc1nnc(NC(=O)c2ccc(OCc3c(C)noc3C)cc2)s1	i	4.4	16.6*	i	-6.8	20.1	-0.9	-2.8	-0.3
COc1ccc(C2=NOC(C(=O)Nc3ccc(C(C)=O)cc3)C2)cc1OC (stereo unspecified)	i	-6.6	-2.7	i	0.9	-1.6	2.2	3.2	3.5
Cc1cc(C)c(C(N)=O)c(Nc2cccc(Cl)c2C)n1	i	-9.1	-2.9	i	-10.8	-3.1	-6.0	8.6	-3.1
CN(C(=O)COC(=O)C1=COCCO1)C1(C#N)CCCCC1	i	9.4	4.3	i	-1.3	-4.4	2.8	-1.1	2.8
COc1ccc(NC(=O)C(=O)NNC(=O)c2cccs2)cc1	i	18.3	-1.5	i	-6.3	-9.7	-2.5	-2.5	2.4
CC1C(=O)N2CCCc3cc(NS(C)(=O)=O)cc1c32 (stereo unspecified)	i	3.4	-2.6	i	-12.1	7.0	2.0	-2.3	-3.2
COc1ccc(S(=O)(=O)N2CCCC(C(=O)NCCC3=CCCCC3)C2)cc1 (stereo unspecified)	i	4.8	1.8	i	4.9	-11.9	1.4	-19.5	-5.5
COc1ccccc1OCC(=O)NNC(=O)c1cnccn1	i	2.2	4.1	i	-6.1	-0.1	-4.2	1.4	-3.5
COc1ccc(NC(=O)N2CCC(c3nc(-c4cccs4)no3)CC2)cc1	i	-7.3	1.1	i	1.2	0.9	-5.3	2.8	-1.1
CCOc1ccccc1N1CCN(C(=O)C(Sc2ccccc2)c2ccccc2)CC1 (stereo unspecified)	i	14.5	2.7	i	18.9	-18.6	-14.2	-10.8	0.1
Cc1ccccc1OCCCC(=O)NCc1ccco1	i	12.0	0.9	i	-4.2	3.4	0.4	8.7	-5.2
COC(=O)C1(C(F)(F)F)C2C=CC(C2)N1S(=O)(=O)c1ccc(C)cc1 (stereo unspecified)	i	6.0	0.8	i	0.3	15.5	-6.9	1.2	1.0
O=C(Nc1ccccc1C(F)(F)F)c1cc(-c2ccco2)on1	i	-5.8	1.8	i	-3.5	7.2	1.2	0.1	6.1
Cn1c(/C=N/NC(=O)c2ccccc2Br)nc2ccccc21	i	-9.1	-3.1	i	-0.9	9.4	0.0	3.5	0.8
